TRHR enhancer: TRH receptor (human) allosteric enhancement. TRHR cells, fluo-8 calcium fluorescence, EC20 TRH enhancement. 0.66% of 360,000 active. enhancement, % at 2 µM. P34981; in the data active = enhancement above about 30%; note: 0% is about no effect
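Enhancer read-out: after compound pinning and an initial kinetic agonist-mode read, an EC20 of TRH (10 nM final) was injected and fluo-8 calcium signal (Ex 480/Em 530) followed at 1 s/cycle for 100 cycles in TRHR-expressing cells.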
mIDH1 inhibitor: inhibitors of human mutant IDH1 R132H | Potency, µM (titrated, usually from 76.6 µM), for the others: at the highest dose activity change, negative = inhibition, usual class: inhibitors | 0.093% of 390,000 active | IDH1-R132H enzyme, NADPH consumption, diaphorase/resazurin fluorescence; note: potency is the fitted concentration of half-maximal effect; % is set by controls: 0 for no effect and ±100 for the full control effect; nearly all actives have a fitted effect of over 65% in size
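IDH1-R132H (0.5 ug/mL) preincubated 30 min with compound, then NADPH (0.016 mM) and alpha-KG (2 mM) added; 80 min at RT, pH 7.5. Remaining NADPH coupled via diaphorase/resazurin to fluorescence (540/590 nm); concentration-response curves normalized to no-enzyme control.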
Pin1 inh: human Pin1 inhibition; Q13526; 0.009% of 390,000 active; Pin1 FP peptide displacement, HiFluor488, 10 min; Potency, µM (top dose mostly 115 µM), without a hit: top-dose activity, negative = inhibition, most hits filed as inhibitors; active = well fitted inhibition curve with a large enough effect in the polarisation, with a control signal flat, not every such curve was filed as active; inconclusive = small, poorly fitted or top-dose-only effect, or effect the other way, or a change in a side signal; inactive = no such curve, though single readings can be large or run the other way; the % refers to the polarisation; note: potency is the fitted concentration of half-maximal effect; % is set by controls: 0 for no effect and ±100 for the full control effect
Target sequence (Q13526 whole entry, looked up): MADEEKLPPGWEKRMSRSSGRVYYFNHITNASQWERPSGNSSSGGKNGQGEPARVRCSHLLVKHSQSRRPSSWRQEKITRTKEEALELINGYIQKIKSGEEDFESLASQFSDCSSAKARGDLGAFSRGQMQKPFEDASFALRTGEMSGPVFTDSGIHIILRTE
rTrxR1 inhibitor: blocks rat thioredoxin reductase 1; O89049; recombinant rTrxR1, NADPH fluorescence consumption, selenite substrate; Potency, µM (top dose mostly 114 µM), without a hit: top-dose activity change, negative = inhibition, most hits filed as inhibitors; 1% of 390,000 active; AID 588453; note: potency is the fitted concentration of half-maximal effect; % is set by controls: 0 for no effect and ±100 for the full control effect; nearly all actives have a fitted effect of over 65% in size
Target sequence (O89049 whole entry, looked up): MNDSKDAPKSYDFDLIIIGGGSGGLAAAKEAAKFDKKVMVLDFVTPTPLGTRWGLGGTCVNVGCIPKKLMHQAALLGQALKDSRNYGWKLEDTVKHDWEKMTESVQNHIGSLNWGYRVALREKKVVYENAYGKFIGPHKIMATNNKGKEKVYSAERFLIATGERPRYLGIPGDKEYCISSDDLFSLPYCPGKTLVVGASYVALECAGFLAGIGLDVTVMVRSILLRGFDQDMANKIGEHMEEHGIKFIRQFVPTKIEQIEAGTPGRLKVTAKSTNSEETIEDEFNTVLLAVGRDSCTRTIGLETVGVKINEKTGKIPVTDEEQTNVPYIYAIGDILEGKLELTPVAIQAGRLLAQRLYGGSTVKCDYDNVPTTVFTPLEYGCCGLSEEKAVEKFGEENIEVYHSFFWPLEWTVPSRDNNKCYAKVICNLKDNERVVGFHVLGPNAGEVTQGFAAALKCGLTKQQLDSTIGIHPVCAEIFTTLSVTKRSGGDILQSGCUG
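Rat TrxR1 (90 nM in the dispensed reagent) was pre-reduced with 400 uM NADPH for 5 min at room temperature, then incubated with compound for 15 min. After 400 uM selenite was added, NADPH fluorescence (Ex 340/Em 450 nm) was followed for 8 min.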
D2 ag: activates the human D2 dopamine receptor. P14416. HEK293 T-REx D2 cells, calcium flux agonist mode. activation, % at 2 µM. 0.53% of 340,000 active. AID 485358;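 active = activation over 3 SD above normal in the single-dose calcium agonist read, cut at about 30% in these data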; note: 0% is about no effect
Target sequence (P14416 whole entry, looked up): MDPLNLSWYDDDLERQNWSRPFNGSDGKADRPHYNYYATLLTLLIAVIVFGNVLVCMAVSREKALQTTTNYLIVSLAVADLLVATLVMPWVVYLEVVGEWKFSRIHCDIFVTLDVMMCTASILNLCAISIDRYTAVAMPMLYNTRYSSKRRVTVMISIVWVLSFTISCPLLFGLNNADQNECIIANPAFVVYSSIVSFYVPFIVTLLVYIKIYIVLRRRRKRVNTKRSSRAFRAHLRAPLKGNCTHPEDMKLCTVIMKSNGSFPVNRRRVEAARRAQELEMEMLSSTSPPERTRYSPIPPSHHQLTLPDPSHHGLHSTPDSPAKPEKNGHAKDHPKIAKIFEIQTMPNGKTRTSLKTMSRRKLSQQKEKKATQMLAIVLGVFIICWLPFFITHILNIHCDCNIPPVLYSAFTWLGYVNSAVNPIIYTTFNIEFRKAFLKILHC
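Tetracycline-induced HEK293 T-REx cells with force-coupled D2 receptor, plated overnight at 30 C, loaded with no-wash calcium dye. After a 10 s baseline, compound was pin-added and calcium flux read kinetically for 180 s; calcium rises flagged agonists.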
TrxR1 substrate: substrates of rat thioredoxin reductase 1; purified TrxR1 substrate turnover, NADPH consumption readout; Potency, µM (series often up to 114 µM), without a hit: top-dose activity change, negative = substrate turnover; 0.01% of 390,000 active; AID 588456; note: potency is the fitted concentration of half-maximal effect; % is set by controls: 0 for no effect and ±100 for the full control effect; nearly all actives have a fitted effect of over 50% in size
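Rat TrxR1, dispensed at 90 nM, was prereduced with 400 uM NADPH (final) for 5 min at ~22 deg C, then incubated with compound 15 min before 400 uM selenite. A first-read NADPH fluorescence drop versus no-compound background flagged substrates.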
D2 antagonist: D2 dopamine receptor (human) antagonism. 2% of 340,000 active. P14416. HEK293 TREx D2 cells, calcium flux, dopamine EC80. inhibition, % at 10 µM; in the data active = inhibition above about 30%; note: 0% is about no effect
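In this primary screen, negative modulation is detected by tracking calcium flux after an EC80 dopamine challenge in inducible HEK293 T-REx D2 cells preexposed to test compound for 180 s.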
TRHR ag: activates the human TRH receptor. P34981. TRHR cells, calcium flux fluo-8, FDSS agonist mode. activation, % at 2 µM. 0.18% of 360,000 active; in the data active = activation above about 30%; note: 0% is about no effect
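TRHR-expressing cells, plated overnight in medium with 10% serum, were loaded with fluo-8 calcium dye at room temperature. After a 10 s baseline, library compound was pin-added and calcium release was recorded kinetically (ex 480/em 530) as agonist response.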
USP1-UAF1 inh: blocks the human USP1/UAF1 deubiquitinase complex. O94782. recombinant USP1/UAF1, Ub-Rhodamine cleavage fluorescence. AID 743255. 0.23% of 390,000 active. Potency, µM (doses to about 57.1 µM), without a hit: at the highest dose activity change, negative = inhibition, actives largely listed as inhibitors; note: potency is the fitted concentration of half-maximal effect; % is set by controls: 0 for no effect and ±100 for the full control effect; nearly all actives have a fitted effect of over 60% in size; inactives centre near -12
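USP1/UAF1 complex at 1 nM was preincubated with compound for 15 min at room temperature, then Ub-Rho substrate (150nM final) was added. Fluorescence (480/540 nm) was read kinetically, 6 reads every 60 seconds.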
An asterisk follows results filed as active; u = inconclusive; x = no result given; & = joins results of further samples; [ ] = remark or other dose. Unless noted, calls come from the whole dose curve; as a rule, active = well fitted inhibition curve with a large enough effect; inconclusive = small, poorly fitted or top-dose-only effect; inactive = no such curve, though single readings can be large or run the other way. These rows are one share of the data; rates above refer to the full screens.

SMILES	TRHR enhancer	mIDH1 inhibitor	Pin1 inh	rTrxR1 inhibitor	D2 ag	TrxR1 substrate	D2 antagonist	TRHR ag	USP1-UAF1 inh
CC1=NN(c2ccccc2)C(=O)/C1=C\c1cn(CCC#N)nc1-c1ccc(Cl)cc1	1	9%	1%	-8%[57.1 µM]	2.6	1%[57.1 µM]	5	1.2	-15%
CC(=O)Nc1ccc(S(=O)(=O)N2CCN(C(=O)c3ccco3)CC2)cc1	5	1%	-4%	7%	0.0	5%	6	0.8	-19%
COc1ccccc1NS(=O)(=O)c1cc(N/C(=N\S(=O)(=O)c2ccccc2)c2ccc(F)cc2)ccc1Cl	-5	-4%	13%	8%	1.3	2%	-5	1.2	-7%
COc1cc2ccccc2cc1C(=O)NCC(c1cccs1)N(C)C (configuration not stated)	-5	9%	-2%	7%[57.1 µM]	-0.9	26%[57.1 µM]	56*	0.8	-15%
COc1ccc(/C(N)=N/OC(=O)Cc2ccccc2[N+](=O)[O-])cc1	-3	11%	-1%	u	-0.5	2%	-1	-0.6	-13%
O=c1[nH]cc(S(=O)(=O)N2CCCc3ccccc32)c(=O)[nH]1	-2	6%	-6%	-5%	0.7	-2%	-18	0.5	-18%
CCn1c(=O)c(C)nn2c3ccccc3nc12	3	10%	1%	-16%	0.2	6%[57.1 µM]	-11	0.1	4%
O=C(CNS(=O)(=O)c1ccccc1)N/N=C/c1ccccc1[N+](=O)[O-]	0	0%	u	-4%	1.1	u	8	0.1	6%
COc1cccc(CN2CCc3nc(Nc4ccc5c(c4)OCCO5)ncc3C2)c1	7	7%	u	-5%[57.1 µM]	x	-8%[57.1 µM]	x	-0.8	-5%
CCOc1ccc(CNC(=O)C2CCCCN2S(=O)(=O)c2ccc(F)cc2)cc1OC (configuration not stated)	-4	-1%	-6%	-1%[57.1 µM]	-0.3	-2%[57.1 µM]	x	0.0	-9%
Cc1nnc(NC(=O)c2nn(CC(C)C)c(=O)c3ccccc23)s1	1	-1%	-4%	11%[57.1 µM]	-0.7	4%[57.1 µM]	1	-0.8	-6%
COc1cc(Cl)c(C)cc1NC(=O)c1nn(C)c2c1CSc1ccccc1-2	9	0%	-5%	7%	-0.2	-1%	x	0.1	-12%
Cc1ccc(-c2noc(C(C)NC(=O)c3ccco3)n2)cc1 (configuration not stated)	2	12%	-5%	27%	-1.2	0%	x	-1.5	u
CN(C)CCn1ccc(O)c(Cc2ccc(Cl)cc2)c1=O	-12	6%	4%	2%	-1.6	-2%	2	-0.5	-1%
c1ccc(-c2cc(N3CCCCC3)ncn2)cc1	0	3%	-2%	16%[57.1 µM]	-0.6	7%[57.1 µM]	-13	0.0	-16%
CCn1c(O)c(N=N)c2ccccc21	-2	3%	u	11%[57.1 µM]	1.9	2%[57.1 µM]	2	-1.1	-22%
c1ccc(CSc2nnc(-c3cccs3)n2Cc2ccco2)cc1	-6	4%	0%	-18%	-0.5	-2%	1	-0.5	-19%
COc1ccc(C(=O)C2CCCN(S(=O)(=O)c3ccccc3F)C2)c(C)c1 (configuration not stated)	-3	2%	4%	24%	-0.2	5%	18	-0.1	-18%
CCc1ccc(NS(=O)(=O)c2cc3[nH]c(=O)c(=O)[nH]c3cc2C)cc1	-6	-8%	-2%	25%	0.4	3%	5	0.5	-20%
O=C(CSc1nnc(CNC(=O)c2ccccc2)o1)Nc1nccs1	-5	6%	0%	15%	0.4	5%	13	0.2	-11%
O=S(=O)(c1ccc(F)cc1)N1CCN(c2ccccc2)CC1	11	4%	0%	28%	x	13%[57.1 µM]	x	-2.0	-1%
O=S(=O)(c1ccc(F)cc1)N1CCN(CC2CC3C=CC2C3)CC1 (configuration not stated)	4	20%	-2%	19%[0.0914 µM]	0.4	9%[0.0914 µM]	1	0.3	-12%
CC1CCC2(CC1)NC(=O)N(Cc1cccc(C(F)(F)F)c1)C2=O (configuration not stated)	-2	14%	2%	1%[57.1 µM]	2.8	1%[57.1 µM]	5	2.3	-12%
COc1cc(NC(=O)c2cc3nc(-c4ccccc4)cc(-c4ccccc4)n3n2)c(OC)cc1Cl	3	0%	5%	-5%	0.6	-3%	x	0.3	15%
Nc1cc(=O)nc(SCC(=O)Nc2cccc(Cl)c2)n1CCc1ccccc1	1	3%	3%	16%	x	1%	x	-0.1	-25%

Reprinted from the part before: two entries, then new ones.
SMILES	TRHR enhancer	mIDH1 inhibitor	Pin1 inh	rTrxR1 inhibitor	D2 ag	TrxR1 substrate	D2 antagonist	TRHR ag	USP1-UAF1 inh
COc1cc(NC(=O)c2cc3nc(-c4ccccc4)cc(-c4ccccc4)n3n2)c(OC)cc1Cl	3	0%	5%	-5%	0.6	-3%	x	0.3	15%
Nc1cc(=O)nc(SCC(=O)Nc2cccc(Cl)c2)n1CCc1ccccc1	1	3%	3%	16%	x	1%	x	-0.1	-25%
O=c1c2ccccc2nc(SCc2ccc(F)cc2Cl)n1CCCN1CCOCC1	0	-13%	12%	-6%	-0.5	-7%	7	0.1	-6%
Cc1cccc(C(=O)NC(=O)Nc2ccc(-n3nc(C(F)(F)F)cc3C(F)(F)F)cc2)c1	22	-3%	-8%	15%	0.3	1%	x	0.9	-6%
N#CCCN(Cc1ccccc1)C(=O)Nc1ccc2c(c1)CCO2	0	-8%	-4%	1%	0.8	-6%	x	0.4	-9%
CCN1CCN(c2c(S(=O)(=O)c3ccc(Cl)cc3)cnc3ccccc23)CC1	-3	-4%	-1%	-10%	-0.2	-3%	x	0.0	2%
CCCOc1ccc(N2C(=O)CC(N(Cc3ccccc3)N=O)C2=O)cc1 (configuration not stated)	2	4%	-6%	9%[57.1 µM]	-0.2	8%[57.1 µM]	-28	-0.3	5%
Cc1ccc(C2CC(c3ccc(Cl)cc3)=NNC2=O)cc1 (configuration not stated)	5	3%	-3%	5%[57.1 µM]	0.0	-8%	1	-0.8	-13%
O=C(CCCn1cncn1)N1CCCC(N2CCN(c3ccccc3F)CC2)C1 (configuration not stated)	3	10%	-4%	-15%	2.6	-11%	4	0.7	-15%
S=C(Nc1ccc(Cl)c(Cl)c1)N1CCN(c2ccccn2)CC1	-9	-2%	5%	12%[2.29 µM]	x	-6%[57.1 µM]	x	0.0	-16%
Cc1nnc(SCC(=O)Nc2cc(C(N)=O)cc(C(N)=O)c2)n1-c1ccccc1	19	2%	8%	-5%[57.1 µM]	x	-1%[57.1 µM]	1	0.1	-11%
COc1cc(NCc2ccccc2O)c2ncccc2c1	13	-5%	8%	2%	-2.6	-6%	-20	-1.3	-25%
COc1cc(CCN2C(=O)c3cccc4cccc(c34)C2=O)c(S(=O)(=O)N2CCC(C)CC2)cc1OC	-1	4%	-1%	32%	0.3	32%[activator]	15	-0.2	-3%
CCOc1ccc(-c2nonc2NC(=O)c2ccc(C)cc2)cc1OCC	1	16%	5%	8%	-1.4	1%	x	-0.6	-10%
Cc1ccc(-c2nc(NCc3ccc(F)cc3)n(S(C)(=O)=O)n2)cc1	-2	8%	-4%	29%[57.1 µM]	0.2	-7%	2	-0.1	-19%
CC(=O)Nc1ccc(C(=O)OCC(=O)/C(C#N)=C(\C)N)cc1	-4	13%	10%	8%[57.1 µM]	0.0	4%[57.1 µM]	7	0.7	-16%
O=C(c1ccco1)N1CCN(C(=O)N2CCCC2)CC1	0	-2%	-6%	6%	-0.7	-1%	-10	-0.7	2%
O=C(CCc1nnc2ccc(NCc3ccco3)nn12)Nc1cccc(F)c1	-3	-9%	3%	18%[57.1 µM]	-1.0	2%[57.1 µM]	-12	-0.6	-8%
O=C(N/N=C/c1ccccn1)c1cc(-c2ccccc2Cl)n[nH]1	-2	3%	-4%	13%	x	-6%	x	-0.1	-11%
COc1ccc(OC)c(NC(=O)CCCNC(=O)Cn2cnc3sc(C)c(C)c3c2=O)c1	4	6%	-2%	22%[0.0914 µM]	-0.3	8%[57.1 µM]	4	0.0	-19%
O=C(NCC1CCCO1)c1onc(CSc2ccc(F)cc2)c1C(=O)O (configuration not stated)	-2	-3%	-6%	14%	-1.3	3%	-1	-0.6	-1%
COc1ccc(/C=C/C(=O)Nc2ccc3nc(N4CCC(C)CC4)cc(C)c3c2)cc1	2	-10%	u	13%	-0.7	-1%	x	-0.6	-17%
Nc1ccc(OCCc2ccccc2)cc1	4	-3%	-2%	10%	0.1	7%	23	0.1	-28%
CCN(CC)S(=O)(=O)c1ccc(Cl)c(NC(=O)COC(=O)c2c(C)noc2C)c1	7	-2%	1%	12%	-2.7	3%	-7	0.2	-10%
COc1ccc(C(CCN2CCCCC2)c2c(O)cc(OC)cc2OC)cc1 (configuration not stated)	-14	-6%	6%&-8%	u	-0.1	-10%&8%	19	0.8	-20%
N#Cc1ccc(OCC(=O)N2CCN(S(=O)(=O)c3cccc(Cl)c3)CC2)cc1	-23	1%	-7%	9%	0.1	1%	19	-1.1	-4%
Cn1c(=O)c2cc(S(=O)(=O)N3CCOCC3)ccc2n(C)c1=O	14	4%	-3%	3%[57.1 µM]	-0.2	4%[57.1 µM]	-4	-0.8	-2%

Continued.
SMILES	TRHR enhancer	mIDH1 inhibitor	Pin1 inh	rTrxR1 inhibitor	D2 ag	TrxR1 substrate	D2 antagonist	TRHR ag	USP1-UAF1 inh
NNC(=O)CN1C(c2ccc(Cl)cc2)=Nc2ccc(Br)cc2C1c1ccccc1 (configuration not stated)	6	u	-4%	0%	0.3	-3%	x	2.4	-20%
Cc1ccc(NS(=O)(=O)c2cccc3cccnc23)c(Cl)c1	-3	4%	7%	-2%	0.2	-3%	-5	0.3	-9%
CCCn1c(=O)[nH]c2ccccc21	-4	-1%	-2%	-1%	0.4	-3%	-7	0.2	-28%
COCCNc1c2c(nc3c(-c4ccccc4)c(C)nn13)CCC2	-8	20%	1%	12%	-1.8	-1%[57.1 µM]	-4	-1.9	-14%
Cc1cccc(C)c1N1C(=O)CN(Cc2ccccc2)C1=S	-5	-5%	2%	14%	-0.5	-1%	2	-0.1	-11%
NCCSc1c(-c2ccc(F)cc2)[nH]c2ccccc12	45*	-1%	-6%	23%	2.4	16%	-13	3.6	-7%

Screens: PubChem BioAssay, National Center for Advancing Translational Sciences (NCATS)
